# Source: PubChem (several laboratories)
# MEKK2mut PB1 HTS = signal of MEK5 binding to mutant human MEKK2 PB1 domain. actives 0.35% (n = 290,000). AID 1530. percent response, % at 10 µM. bead flow cytometry, Alexa488-MEK5 binding to MEKK2 mutant; in the data active = percent response above about 24%, passing the limit was not always enough; also: inactives centre near 1; some results filed as inactive read as strong as hits
# UBC9 SUMO inh = blocks human SUMOylation mediated by UBC9 | P63279 | HTRF SUMOylation assay, SAE1/SAE2 + UBC9, in vitro | inhibition, % at 35 µM | AID 2006 | actives 0.36% (n = 290,000); in the data active = inhibition above about 50%, passing the limit was not always enough; also: strong numbers were not always called active
# Target sequence (P63279 whole entry, looked up): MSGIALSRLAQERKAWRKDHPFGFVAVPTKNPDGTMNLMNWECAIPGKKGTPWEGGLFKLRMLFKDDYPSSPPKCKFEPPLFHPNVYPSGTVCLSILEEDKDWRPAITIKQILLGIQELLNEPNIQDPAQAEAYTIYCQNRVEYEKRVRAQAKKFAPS
# DNA FID counter = counter-screen for HCV NS3 helicase inhibitors: DNA intercalator displacement; actives 0.17% (n = 290,000); DNA fluorescent intercalator displacement, fluorescence; inhibition, % at 7.9 µM; in the data active = inhibition above about 37%;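 also: 0% = vehicle and 100% = reference compound; higher means more ethidium bromide displaced from hairpin DNA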
# GalR3 antagonist = human GalR3 antagonism; HEK293 GalR3-CNG cAMP membrane potential fluorescence; galR3 body fused to GalR1 C-terminus; actives 0.44% (n = 360,000); inhibition, % at 3 µM; AID 651719;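 active = inhibition above the screen-wide average plus 3 SD, cut at about 13% in these data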;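 also: forskolin and galanin both at EC90 stimulate the cells; cAMP rise reported by CNG channel membrane potential dye signal; 0% = forskolin plus galanin with DMSO and 100% = forskolin alone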
# Target sequence (O60755 1-299 limits assumed): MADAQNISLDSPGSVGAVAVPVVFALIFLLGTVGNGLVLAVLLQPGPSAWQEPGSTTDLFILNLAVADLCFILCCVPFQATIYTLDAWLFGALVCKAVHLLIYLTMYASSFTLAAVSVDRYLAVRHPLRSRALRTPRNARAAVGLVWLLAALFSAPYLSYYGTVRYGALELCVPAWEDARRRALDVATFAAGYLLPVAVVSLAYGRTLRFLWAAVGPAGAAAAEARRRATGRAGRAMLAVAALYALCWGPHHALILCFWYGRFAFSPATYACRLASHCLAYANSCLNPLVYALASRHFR
# CRFR2-BP ag = agonists of human CRF-binding protein/CRF-R2 receptor complex; HEK293 CRF-R2/CRF-BP, calcium dye fluorescence (FLIPR); percent of saturating CRF peptide response; activation, % at 13.2 µM; actives 0.46% (n = 350,000);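 active = activation of at least 50%, plus an integration ratio under a set limit after plate pattern correction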;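 also: plate controls were neutral control wells without compound for no effect and CRF at EC100 for full effect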
# HCV NS3 hel inh = blocks Hepatitis C virus NS3 helicase unwinding; NS3 helicase DNA unwinding, Cy5 molecular beacon fluorescence; inhibition, % at 10.9 µM; actives 0.56% (n = 290,000);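 active = inhibition above the mean of all tested compounds plus 3 SD, set per campaign, cut at about 35% in these data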;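 also: 0% = DMSO wells and 100% = thioflavine S control wells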
#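 Compound dosing – single dose, 10.9 µM nominal final, DMSO 0.8% final · System – NS3 helicase fragment of HCV · Buffer or medium – MOPS pH 6.5, MgCl2, DTT, Tween20, BSA · Signal – Cy5 beacon fluorescence read at start and 1 h · Also added – annealed dual-labelled DNA beacon duplex, ATP-started · Schedule – 1 h at 25 °C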
# CRFBP-R2 block = blocks CRF-induced signaling of the CRF-BP/CRF-R2 complex; actives 0.59% (n = 350,000); inhibition, % at 11.8 µM; HEK293 CRF-R2/CRF-BP, CRF-induced calcium fluorescence;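 active = inhibition of the ligand-induced calcium signal above about 50% at the single tested concentration, limit read from the data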
# MEKK3 PB1 HTS = MEKK3-MEK5 PB1 interaction, increase or decrease; AID 1529; actives 1.4% (n = 290,000); bead-based flow cytometry, Alexa488-MEK5 binding to MEKK3; actives lie on both sides; 0 = blocked by unlabeled MEK5, 100 = vehicle; binding response (% of control), % at 10 µM; Q99759;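 active = binding response more than 3 SD above or below the average of its plate-row segment, actives on both sides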;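 also: Alexa488 bead fluorescence after subtracting the streptavidin-only scavenger bead signal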
# MEKK2wt PB1 HTS = raises or lowers MEK5 binding to wildtype human MEKK2 PB1 domain. actives 1.1% (n = 290,000). Q9Y2U5. binding response (% of control), % at 10 µM. bead flow cytometry, Alexa488-MEK5 binding to MEKK2 WT; actives lie on both sides; in the data active = binding response below about 67% or above about 130%
# * = called active by the depositor; / = no result given; [ ] = dose if it differs, or a comment.
SMILES,MEKK2mut PB1 HTS,UBC9 SUMO inh,DNA FID counter,GalR3 antagonist,CRFR2-BP ag,HCV NS3 hel inh,CRFBP-R2 block,MEKK3 PB1 HTS,MEKK2wt PB1 HTS
CC(C)OC(=O)C1C2C=CC3(CN(C(C)c4ccc(Br)cc4)C(=O)C13)O2 (centres undefined),5.0,9.9,-19.0,0.1,2.8,2.1,16.4,101.0,103.0
CN1CCN(C(=O)c2ccc(N(Cc3ccccc3Cl)S(C)(=O)=O)cc2)CC1,21.0,16.1,6.5,-2.8,1.6,-2.5,3.8,101.0,106.0
CC(C)(C)n1nc2c(c1NC(=O)c1cccc(C(F)(F)F)c1)CS(=O)C2 (centres undefined),1.0,4.6,-5.0,-2.6,0.1,2.9,-4.9,101.0,102.0
O=c1[nH]c2cc3c(cc2cc1CN(CCc1ccccc1)Cc1nnnn1C1CCCC1)OCCO3,-3.0,26.1,-0.4,/,/,4.1,/,98.0,93.0
CCOc1ccc(/C=C\C(C)=N\O)cc1,1.0,15.5,-0.6,-9.3,1.1,-4.4,-3.3,101.0,102.0
N#CCNC(=O)c1nn2c(C(F)(F)F)cc(-c3ccccc3)nc2c1Br,1.0,-1.5,-0.7,-14.9,0.7,11.4,17.3,103.0,104.0
CCCC(C(=O)n1nc(C)cc1C)C(NS(=O)(=O)c1ccc(C)cc1)c1ccccc1 (centres undefined),1.0,-21.0,-16.2,-5.1,40.4,3.5,-25.6,100.0,93.0
C=CCn1c(SCC(=O)Nc2ccc(F)cc2F)nc2c([nH]c3ccccc32)c1=O,1.0,22.5,-5.8,2.5,0.5,-1.6,1.8,98.0,102.0
CC(C)(C)c1ccc2c(c1)OC(C(=O)N/N=C\c1ccc[nH]1)CO2 (centres undefined),11.0,6.3,-23.9,-0.8,0.7,26.0,-10.8,101.0,101.0
CC(=O)C1=NN(c2ccccc2)C2(S1)S/C(=C\c1ccccc1)C(=O)N2c1ccccc1 (centres undefined),3.0,-0.9,-2.8,0.0,1.9,-2.4,5.7,103.0,101.0
O=C(NNS(=O)(=O)c1ccccc1)c1sccc1-n1cccc1,5.0,16.5,-5.8,-2.4,-0.8,0.6,14.4,109.0,106.0
COC(=O)Cn1cnc2c(cnn2-c2ccccc2)c1=O,5.0,3.7,-0.4,-5.9,0.8,-2.5,-4.5,103.0,103.0
Nc1[nH]ncc1-c1ccc(Cl)cc1,0.0,2.5,7.5,1.3,2.7,8.5,10.8,120.0,109.0
COc1ccc(C(OC(=O)c2ccco2)C(=O)NC2CCCCC2)cc1OC (centres undefined),1.0,10.3,-2.1,-2.4,2.4,11.5,-7.7,108.0,106.0
Cc1cccc(N(C(=O)c2ccco2)C(C(=O)NC2CCCC2)c2ccco2)c1C (centres undefined),9.0,5.6,-39.1,-7.8,-1.6,23.3,-10.7,105.0,102.0
Cc1ccc(C)c(S(=O)(=O)N2CCN(CC(=O)NC(=O)NCc3ccco3)CC2)c1,-14.0,-19.7,-29.4,9.3,0.5,-3.0,-5.1,73.0,75.0
Cc1ncc(CSc2nccc(=O)[nH]2)c(CO)c1O,6.0,4.1,1.8,-10.5,0.5,9.9,-1.7,106.0,104.0
Cc1ccc(N(CC(=O)NCC2CCCO2)S(=O)(=O)c2ccccc2)c(C)c1 (centres undefined),-4.0,-9.5,-24.4,-7.7,-0.6,0.1,-1.6,101.0,97.0
CC1(C)CC(=O)C([N+](=O)[O-])=C(NCCCC(=O)O)C1,-1.0,19.3,-0.2,5.7,-0.1,-7.8,8.6,64.0*[inhibitor],97.0
O=C(c1ccccc1)N1CCN=C1c1ccccc1,-2.0,-0.6,-2.9,-10.0,0.4,-0.1,-3.9,91.0,96.0
Clc1cc(Br)ccc1OCCOCCN1CCCC1,12.0,2.4,11.1,-10.5,3.1,-4.8,-4.8,108.0,118.0
COc1ccc2c(c1)CCc1c(C(=O)NCc3ccc(Cl)cc3)noc1-2,-3.0,-1.6,0.6,-1.0,-0.1,-1.3,-7.6,95.0,98.0
CC(=O)Nc1ccc(C(=O)N2CC(=O)NC(=O)C2)cc1,6.0,19.1,-3.7,-4.4,-0.4,-6.4,1.2,104.0,101.0
CC(C)(C)C(=O)c1cn(CC(=O)O)c2ccccc12,-15.0,7.7,-2.1,-5.3,-0.7,-3.0,5.1,87.0,80.0

# Brought forward from above: 7 entries; new compounds follow.
SMILES,MEKK2mut PB1 HTS,UBC9 SUMO inh,DNA FID counter,GalR3 antagonist,CRFR2-BP ag,HCV NS3 hel inh,CRFBP-R2 block,MEKK3 PB1 HTS,MEKK2wt PB1 HTS
Cc1ccc(N(CC(=O)NCC2CCCO2)S(=O)(=O)c2ccccc2)c(C)c1 (centres undefined),-4.0,-9.5,-24.4,-7.7,-0.6,0.1,-1.6,101.0,97.0
CC1(C)CC(=O)C([N+](=O)[O-])=C(NCCCC(=O)O)C1,-1.0,19.3,-0.2,5.7,-0.1,-7.8,8.6,64.0*[inhibitor],97.0
O=C(c1ccccc1)N1CCN=C1c1ccccc1,-2.0,-0.6,-2.9,-10.0,0.4,-0.1,-3.9,91.0,96.0
Clc1cc(Br)ccc1OCCOCCN1CCCC1,12.0,2.4,11.1,-10.5,3.1,-4.8,-4.8,108.0,118.0
COc1ccc2c(c1)CCc1c(C(=O)NCc3ccc(Cl)cc3)noc1-2,-3.0,-1.6,0.6,-1.0,-0.1,-1.3,-7.6,95.0,98.0
CC(=O)Nc1ccc(C(=O)N2CC(=O)NC(=O)C2)cc1,6.0,19.1,-3.7,-4.4,-0.4,-6.4,1.2,104.0,101.0
CC(C)(C)C(=O)c1cn(CC(=O)O)c2ccccc12,-15.0,7.7,-2.1,-5.3,-0.7,-3.0,5.1,87.0,80.0
S=C(Nc1ccccc1Oc1ccccc1)Nc1cccc(Cl)c1Cl,3.0,-8.3,-4.7,0.8,10.2,0.0,-4.7,97.0,100.0
Cc1nc(-c2cccs2)ccc1C(=O)O,-2.0,9.1,-14.9,-2.7,-2.4,6.6,9.7,96.0,92.0
O=C(Cc1ccccc1)NC1(Cc2ccc(O)cc2)CCCCC1,-1.0,-3.1,-30.4,-3.4,5.3,19.8,19.7,96.0,92.0
Nc1c(C(=O)NCc2cccs2)nnn1CC(=O)Nc1cccc(Cl)c1,-6.0,4.9,-2.5,-4.1,-1.3,-4.6,22.7,103.0,85.0
CN(C)C=Nc1ncc2c([nH]c3ccccc32)c1C#N,/,12.1,-2.1,0.9,-2.2,-1.7,-4.2,/,/
O=C1NC(=Nc2ccccc2Cl)S/C1=C\c1cccc([N+](=O)[O-])c1O,5.0,13.1,-20.1,-6.4,-1.4,29.4,53.0*,105.0,103.0
CC1Cc2ccccc2N1Cc1cccc([N+](=O)[O-])c1 (centres undefined),1.0,7.8,1.1,/,-0.9,3.6,8.4,100.0,103.0
COc1ccc(NC(=O)CCC(=O)c2cccs2)c(OC)c1,-1.0,12.4,-7.7,/,-1.1,5.2,2.7,101.0,103.0
CCC(=O)c1ccc(/C=C/c2nc3ccccc3n2C)o1,3.0,61.6*,-12.4,7.2,-0.1,3.4,-21.7,102.0,101.0
COC(=O)CNC(=O)c1cccc(F)c1,12.0,17.7,-2.5,-0.5,-0.7,1.8,-4.7,109.0,111.0
CC1CC2(CCCCC2)Nc2ccc3ccccc3c21 (centres undefined),1.0,-8.7,3.6,-1.2,2.5,-0.8,-0.2,100.0,99.0
CN(Cc1ccccc1)S(=O)(=O)c1cn(C)cn1,7.0,2.6,-2.1,-3.9,-1.3,-3.2,14.1,100.0,101.0
CC(=O)NCC(=O)OCC(=O)c1ccc(C)c(C)c1,/,1.6,1.4,-1.6,-1.4,-0.6,-0.4,/,/
CC(C)C(OC(=O)CN1C(=O)COc2ccccc21)C(=O)NC1CCCC1 (centres undefined),9.0,4.9,-18.2,-7.9,-1.9,-10.5,-2.4,103.0,106.0
O=C(Nc1ccc(Cl)cc1C(F)(F)F)c1ccccc1Cl,-3.0,19.3,-1.8,-2.5,-1.3,-6.0,-10.1,103.0,89.0
O=C1CCCCCN1CSc1nc2ccccc2s1,10.0,7.4,1.3,1.4,0.0,4.0,-0.1,107.0,103.0
CSC(=S)N/N=C/c1ccccc1,-5.0,-0.1,3.1,-2.9,-2.0,-4.4,26.3,95.0,95.0
Cc1cccc(NC(=S)N2CCN(S(=O)(=O)c3cccc(F)c3)CC2)c1,-41.0,-1.6,-2.6,4.0,1.0,-3.1,-17.9,99.0,96.0
O=C(COC(=O)/C=C/c1cccs1)Nc1cccc(S(=O)(=O)N2CCOCC2)c1,1.0,-1.6,-3.3,-5.0,-3.0,-9.8,-1.8,102.0,103.0
CC(=O)NC(Cc1ccc(C(C)C)cc1)C(=O)NC1CCN(c2nc(C)cc(C)n2)CC1 (centres undefined),3.0,15.0,-8.5,-5.8,1.6,-9.3,5.7,107.0,110.0
COc1ccc(Oc2nc(C)cc(C)c2S(C)(=O)=O)cc1,/,-3.8,-3.5,0.8,-1.5,1.1,6.8,/,/
NC(=O)CSc1nnc(-c2ccoc2)o1,-1.0,2.0,-1.9,0.7,0.3,1.9,1.0,97.0,93.0
O=C(O)C1C2CCC(O2)C1C(=O)NCc1ccccc1Br (centres undefined),12.0,-2.0,1.8,-5.5,1.1,-3.6,-5.2,104.0,107.0
Cn1c(SCC(=O)N/N=C/C=C/c2ccccc2[N+](=O)[O-])nc2ccccc21,-2.0,25.0,2.1,-1.7,-6.1,-2.9,-2.1,96.0,105.0
COc1ccccc1NC(=O)c1ccc(-c2ccc(Br)cc2)o1,3.0,28.3,-4.8,1.1,3.8,-2.8,-22.5,104.0,100.0
Brc1cccc(-c2nnc3sc(CNCc4ccco4)cn23)c1,10.0,15.2,-12.5,1.6,0.9,6.3,5.1,107.0,112.0
Cc1cccc(C(=O)Oc2coc(CSc3nnc(NC(=O)C4CC4)s3)cc2=O)c1,10.0,-11.0,-6.5,-2.3,-0.4,7.2,-11.6,98.0,102.0
Cc1cc(C)c2nc(N3CCCC(C(=O)N4CCN(c5ncccn5)CC4)C3)sc2c1 (centres undefined),1.0,-18.7,-0.2,0.9,-2.0,4.6,-18.0,97.0,97.0
Nc1c(-c2ccccc2)sc2ccc3ccccc3[n+]12,0.0,3.4,-1.3,-4.4,-3.3,2.5,-4.8,102.0,103.0
Nc1ccc(O)c2c(=O)cc(-c3ccccc3Cl)oc12,-2.0,4.2,-2.4,-7.2,-4.9,5.2,-4.9,97.0,101.0
N#Cc1ccccc1OCC(=O)OCC(=O)c1ccc2c(c1)NC(=O)CO2,3.0,-9.6,-7.1,-6.7,-0.3,-3.0,2.9,106.0,109.0
COc1ccccc1OCc1ccc(C(=O)N2CCN3CCCC3C2)cc1 (centres undefined),14.0,8.8,4.1,-3.9,0.3,7.6,-26.3,98.0,111.0
CC1=C(C(=O)Nc2ccccc2C)C(c2cccnc2)n2nc(CCCO)nc2N1 (centres undefined),3.0,7.8,-2.1,1.6,0.3,2.2,-7.5,101.0,101.0
Cn1c(OCc2cccnc2)nc2c1c(=O)n(Cc1ccc(Cl)cc1)c(=O)n2C,-4.0,/,-5.3,-4.6,2.3,3.8,-31.3,103.0,97.0

# This is a subset; the hit share may differ from the screen's.
